RGS12 GoLoco inh – inhibitors of human Gai1-RGS12 GoLoco interaction (red fluorophore); 0.44% of 230,000 active; P63096; Gai1:RGS12 GoLoco peptide FP, rhodamine, 10 min; Potency, µM (series often up to 61.6 µM), for inactives: at the top dose activity, negative = inhibition, most hits filed as inhibitors; active means well fitted inhibition curve with a large enough effect, not every such curve was filed as active; inactive means no such curve, though single readings can be large or run the other way; further: nearly all actives have a fitted effect of over 30% in size; many of its hits are not listed in these tables
Target sequence (P63096 whole entry, looked up): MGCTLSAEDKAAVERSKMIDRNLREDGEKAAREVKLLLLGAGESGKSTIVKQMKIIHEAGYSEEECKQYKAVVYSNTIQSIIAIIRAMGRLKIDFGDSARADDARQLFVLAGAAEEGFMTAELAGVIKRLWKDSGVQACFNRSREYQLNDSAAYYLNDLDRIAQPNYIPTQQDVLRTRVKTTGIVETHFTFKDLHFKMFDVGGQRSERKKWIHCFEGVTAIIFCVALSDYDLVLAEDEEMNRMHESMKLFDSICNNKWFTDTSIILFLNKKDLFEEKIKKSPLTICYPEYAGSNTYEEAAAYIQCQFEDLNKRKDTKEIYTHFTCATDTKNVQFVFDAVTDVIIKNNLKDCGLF
L3MBTL1 block – L3MBTL1 (human) inhibition; Q9Y468; AlphaScreen L3MBTL1–H3K9me1 peptide binding; Potency, µM (highest dose often 57.1 µM), without a hit: at the highest dose activity, negative = inhibition, most hits filed as inhibitors; 0.66% of 230,000 active; AID 485360; further: nearly all actives have a fitted effect of over 60% in size
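AlphaScreen proximity signal between nickel-chelate acceptor and streptavidin donor beads (final 10 ug/mL) reports binding of 50 nM L3MBTL1 to 75 nM biotin-H3 K9me1 peptide; complex incubated with compounds 30 min at room temperature; cefsulodin titration as control.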
RECQ1 inh – RECQ1 (human) helicase inhibition. RECQ1 DNA unwinding, red fluorescence kinetic read. Potency, µM (doses to about 57.3 µM), without a hit: at the top dose activity, negative = inhibition, most hits filed as inhibitors. 0.54% of 240,000 active. AID 2549;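 further: plate controls were vehicle for no effect and no enzyme for full effect; nearly all actives have a fitted effect of over 30% in size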
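RECQ1T1 50 nM; forked duplex (20 bp + 30-nt ss tails) 200 nM, ATP 2 mM final; pH 8.0, 2 mM MgCl2, 2.5 ug/ml poly(dI-dC); 15 min compound preincubation; discontinuous kinetic read over 2 h at RT.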
KDM4E inh – inhibitors of human JMJD2E histone demethylase; B2RXH2; JMJD2E catalytic domain, FDH-coupled NADH fluorescence (FDH is formaldehyde dehydrogenase); Potency, µM (highest dose often 57.1 µM), for the others: at the highest dose activity change, negative = inhibition, actives largely listed as inhibitors; 1.6% of 230,000 active; active means well fitted inhibition curve with a large enough effect, not every such curve was filed as active; inconclusive means small, poorly fitted or top-dose-only effect, or another doubt; inactive means no such curve, though single readings can be large or run the other way;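 further: 0% = wells with enzyme and -100% = buffer wells without enzyme; nearly all actives have a fitted effect of over 50% in size; many of its hits are not listed in these tables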
Target sequence (B2RXH2 1-337 limits assumed): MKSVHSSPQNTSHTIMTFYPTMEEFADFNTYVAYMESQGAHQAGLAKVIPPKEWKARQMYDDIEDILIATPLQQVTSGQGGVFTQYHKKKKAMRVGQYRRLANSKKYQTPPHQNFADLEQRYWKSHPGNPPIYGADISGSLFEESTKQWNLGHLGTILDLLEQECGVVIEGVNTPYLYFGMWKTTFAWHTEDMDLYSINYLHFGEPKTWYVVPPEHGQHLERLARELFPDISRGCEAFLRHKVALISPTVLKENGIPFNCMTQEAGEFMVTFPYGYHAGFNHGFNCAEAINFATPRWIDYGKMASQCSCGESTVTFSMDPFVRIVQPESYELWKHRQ
TR SRC2 fluor cs – Texas Red fluorescence interference in TRb-SRC2 counter-screen. Potency, µM (titrated, usually from 106 µM), without a hit: top-dose fluorescence change, negative = quenching. TRb/SRC2 Texas Red total fluorescence interference. 0.29% of 280,000 active. AID 1479; active means well fitted curve in either direction with a large enough effect; inconclusive means small, poorly fitted or top-dose-only effect
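Human TRb ligand-binding domain at 0.6 uM with 20 nM Texas Red SRC2 peptide in Tris buffer containing 1 uM T3 and 5% DMSO, incubated with compound 5 h at ambient temperature. Total fluorescence (555/632 nm) calculated as parallel + 2 × perpendicular.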
TRb SRC2 PPI – TRbeta-SRC2 interaction inhibition; P10828; TRbeta-SRC2 peptide binding, fluorescence polarization; receptor liganded with 1 µM T3; Potency, µM (titrated, usually from 106 µM), without a hit: at the highest dose activity change, negative = inhibition, hits mostly inhibitors; 0.065% of 280,000 active;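 further: plate controls were bound peptide for no effect and peptide without receptor for full effect; nearly all actives have a fitted effect of over 50% in size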
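Assay buffer: 20 mM Tris-HCl, 100 mM NaCl, 10% glycerol, 1 mM EDTA, 0.01% NP-40, 1 mM DTT, 1 uM T3, 5% DMSO; TRb LBD 0.6 uM, Texas Red SRC2 20 nM; FP after 5 hr.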
Tau FP inhib – tau fibrillization inhibition (FP); 0.39% of 280,000 active; Potency, µM (highest dose often 57.7 µM), without a hit: at the highest dose activity, negative = inhibition, usual class: inhibitors; P10636; K18 P301L tau heparin fibrillization, Alexa594 FP, 6 h; further: nearly all actives have a fitted effect of over 55% in size
Target sequence (P10636 561-689 P618L limits assumed): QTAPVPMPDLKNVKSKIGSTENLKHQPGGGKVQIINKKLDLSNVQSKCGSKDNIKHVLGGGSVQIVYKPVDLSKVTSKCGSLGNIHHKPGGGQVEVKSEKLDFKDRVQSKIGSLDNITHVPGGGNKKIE
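Human tau K18 […] P301L fragment, 15 uM unlabeled plus 0.24 uM Alexa 594-labeled tau (final), with compound and 20 uM heparin in 100 mM sodium acetate pH 7; 6 hr at 37 C, then Alexa 594 FP read.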
Tau ThT inhib – tau fibrillization inhibition (ThT binding) | 2.1% of 270,000 active | P10636 | Potency, µM (top dose mostly 57.4 µM), for inactives: at the top dose activity, negative = inhibition, hits mostly inhibitors | recombinant tau K18 P301L (four-repeat tau fragment), heparin-induced fibrillization, ThT fluorescence; further: nearly all actives have a fitted effect of over 55% in size
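Heparin-induced fibrillization of the P301L-mutant K18 repeat-domain fragment of human tau was followed by ThT binding in quantitative high-throughput format.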
Starred values were filed as active, the others as inactive; i = inactive; ? = inconclusive; nt = no result given; & = joins results of further samples; [ ] = dose if it differs, or a comment. Unless noted, the call rests on the fitted dose curve; in most records, active means well fitted curve in the direction sought with a large enough effect; inconclusive means small, poorly fitted or top-dose-only effect, or another doubt; inactive means no such curve, though single readings can be large; an effect the other way counts as inactive or inconclusive. Unless noted, on the % scale 0 is the no-effect control and ±100 the full control effect; potency means the concentration at half of the fitted maximal effect. Only part of the results is shown; rates above refer to the full screens.

The opening 2 compounds (preview)
SMILES | RGS12 GoLoco inh | L3MBTL1 block | RECQ1 inh | KDM4E inh | TR SRC2 fluor cs | TRb SRC2 PPI | Tau FP inhib | Tau ThT inhib
O=[N+]([O-])c1cc(C(F)(F)F)cc([N+](=O)[O-])c1NCCCN1CCOCC1 | 11% | -14% | i | -16% | -3% | -6% | 6% | -16%
NC(=O)c1cccc(-c2cccc(OC(=O)NC3CCCCC3)c2)c1 | nt | 2% | 0% | nt | -1% | -5% | nt | nt

The list itself, repeating the preview:
SMILES | RGS12 GoLoco inh | L3MBTL1 block | RECQ1 inh | KDM4E inh | TR SRC2 fluor cs | TRb SRC2 PPI | Tau FP inhib | Tau ThT inhib
O=[N+]([O-])c1cc(C(F)(F)F)cc([N+](=O)[O-])c1NCCCN1CCOCC1 | 11% | -14% | i | -16% | -3% | -6% | 6% | -16%
NC(=O)c1cccc(-c2cccc(OC(=O)NC3CCCCC3)c2)c1 | nt | 2% | 0% | nt | -1% | -5% | nt | nt
CCOC(=O)c1oc2cc(O)ccc2c(=O)c1-c1csc(C)n1 | -4% | 6% | -5% | -5% | -2% | -4% | -2% | -7%
COc1ccc2c(c1OC)C(=O)N1N=C(c3ccc(F)cc3)CC21 (stereo unspecified) | 9% | -4% | i | 13% | 2% | -1% | -4% | -11%
O=C(CSc1nnc(CNC(=O)c2ccccc2F)o1)Nc1ccc2c(c1)OCO2 | -5% | nt | 11% | 7% | -1% | -2% | 12% | -6%
Cc1onc(-c2c(F)cccc2Cl)c1C(=O)N1CCOC12CCCCC2 | 3% | nt | 0% | 6% | -1% | 11% | -6% | -9%
COc1ccc(N2C(=O)CC(NCc3ccncc3)C2=O)cc1 (stereo unspecified) | 6% | -24% | -1% | 2% | -5% | -4% | 2% | 4%
CCS(=O)(=O)c1ccc(S(=O)(=O)CC)s1 | 2% | 5%[11.4 µM] | 8% | 0% | -5% | 4% | 6% | 11%
O=C(O)C1CCCN(S(=O)(=O)c2ccc(F)cc2)C1 (stereo unspecified) | 9% | nt | 6% | 1% | -1% | -14% | ? | -6%
COc1cccc(-c2nn3c(-c4ccco4)nnc3s2)c1 | 0% | -8% | -8% | -15% | -2% | 5% | 5% | -3%
CCOC(=O)c1c(NC(=O)C(C)Sc2cccc[n+]2[O-])sc2c1CCN(Cc1ccccc1)C2 (stereo unspecified) | 46%[activator] | -2% | 0% | ? | 2% | 3% | ? | ?
CSc1cccc(NC(=O)c2cnn(-c3ccc(F)cc3)c2-n2cccc2)c1 | nt | nt | nt | nt | 2% | 5% | -4% | -14%
Cn1ncc(Br)c1C(=O)N/N=C/c1cccc(OC2CSC2)c1 | -30% | ? | 8% | 4% | -2% | -9% | 2% | 7%
Cc1ccc(C2C(=O)N(C3CCCC3)CC(=O)N2CC2COc3ccccc3O2)cc1 (stereo unspecified) | -30% | 1% | -3% | -2% | -2% | 0% | 3% | -11%
COc1ccc(OC)c(CCNC(=O)c2cc3cccc4c3n2CCS4)c1 | nt | nt | nt | nt | -2% | 1% | -12% | -18%
COc1ccc(C)cc1NC(=O)CN1C(=O)COc2ccc(S(=O)(=O)N3CCC(C)CC3)cc21 | nt | nt | nt | nt | -1% | -2% | -9% | 14%
Cc1cccc(OCc2nnc(SCC(=O)c3ccccc3)o2)c1 | 6% | 12% | i | -1% | -10% | -4% | -2% | ?
CN1CCN(S(=O)(=O)c2ccc(N)cc2)CC1 | 9% | 0% | -1% | -6% | -3% | 5% | 2% | 1%
COc1ccc(NC(=S)NC(=O)c2csnn2)cc1 | -7% | -7% | -10% | -5% | -2% | 1% | -2% | ?
CCCc1cc(Nc2c(C)n(C)n(-c3ccccc3)c2=O)n2c(nc3ccccc32)c1C#N | 30% | -7% | -6% | ? | 4% | -15% | 10% | ?
COc1ccc(NC(=O)N(Cc2ccc(C)cc2)Cc2cccnc2)c(OC)c1 | 5% | nt | -2% | 8% | -1% | 1% | 2% | -9%
O=c1[nH]c(/C=C/c2ccc(Br)cc2)nc2c1cnn2-c1ccccc1 | 11% | 6% | i | 0% | -1% | 1% | 1% | -1%
Cc1sc2nc(CC(N)=O)[nH]c(=O)c2c1-c1ccccc1 | 0% | 8% | 4% | -7% | 2% | 1% | 6% | 12%
Nc1nc(OCC(F)(F)F)cc(Oc2ccccc2F)n1 | -3% | 6% | -10% | 5% | -2% | -6% | 11% | -12%
COc1ccc(OC)c(C2=NOC(C(=O)NCc3ccco3)C2)c1 (stereo unspecified) | -7% | nt | i | ? | 2% | -12% | -1% | -12%

Later entries
SMILES | RGS12 GoLoco inh | L3MBTL1 block | RECQ1 inh | KDM4E inh | TR SRC2 fluor cs | TRb SRC2 PPI | Tau FP inhib | Tau ThT inhib
Cc1ccc(S(=O)(=O)N/N=C\c2cn(-c3ccccc3)nc2-c2ccccc2)cc1 | -7% | -2% | -12% | 4% | -2%[53 µM] | -7%[53 µM] | -15% | -4%
O=C(Nc1ncccn1)c1cc([N+](=O)[O-])cc([N+](=O)[O-])c1 | -9% | 4% | -5% | -9% | -1% | -2% | 0% | 3%
CCOc1ccccc1CN1CCN(S(C)(=O)=O)CC1 | 0% | nt | i | ? | -3% | -11% | 3% | -6%
CCOC(=O)N1CCc2c(sc3c2c(=O)n(-c2ccc(CC)cc2)c(=O)n3CC(=O)Nc2ccc(C)cc2)C1 | nt | nt | nt | nt | 0% | 2% | -10% | 2%
COc1ccc(CNC(=O)c2ccc3c(c2)nc2n3CCC(C)C2)c(OC)c1 (stereo unspecified) | nt | nt | nt | nt | -1% | -1% | -4% | -16%
O=C(CCN1CCC(c2ccccc2)C1)c1cccs1 (stereo unspecified) | -5% | 8% | i | 0% | -1% | -12% | 4% | ?
Cc1cc(C(=O)N/N=C2\CC(=O)CC(C)(C)C2)n[nH]1 | 1% | 15% | i | -22% | -1% | -7% | -4% | 1%
CCN(CC)C(c1ccc(C)cc1)c1nnnn1C1CCCCC1 (stereo unspecified) | 8% | 0% | i | -1% | 3% | -10% | 1% | -7%
CCOc1cc(C(=O)Nc2ccc(S(=O)(=O)N3CCOCC3)cc2)cc(OCC)c1OCC | 7% | -7% | -16% | 0% | 2% | -14% | 1% | 9%
CCC(CC)NC(=O)c1oc2ccccc2c1COc1ccccc1 | nt | 34%[activator] | 7% | 2% | -2% | 4% | 6% | 5%
COc1ccc(CNC(=O)CN2C(=O)CSc3ccc(S(=O)(=O)N4CCCC4)cc32)cc1 | nt | nt | nt | nt | 0% | -4% | -4% | 0%
CCOC(=O)CNc1nc(Oc2ccc(=O)n(C)n2)nc(N(CC)CC)n1 | -8% | 14% | -5% | -6% | 1%&-7% | 3%&-1% | -6%&-8% | -2%&4%
CC(C)(C)c1cc(NS(=O)(=O)c2ccc3c(c2)OCCO3)on1 | 2% | -1% | -3% | 0% | 2% | -1% | -5% | -11%
CCC(NC(=O)c1ccccc1NC(=O)c1ccccc1)C(=O)O (stereo unspecified) | -1% | 56%[activator] | -15% | 2% | -1% | -10% | 8% | -8%
O=C(OCc1cc(=O)n2c(n1)sc1ccccc12)c1cccc(O)c1 | 39%[activator] | ? | i | ? | ? | ? | 1% | ?
CCn1ccc(C(=O)NC2=C(C#N)CCC2)n1 | 7% | -11% | -1% | 3% | 0% | -4% | 0% | -10%
CCCSc1cc(N)cc([N+](=O)[O-])c1 | -3% | nt | -2% | -2% | -3% | -1% | 2% | ?
Cc1ccc(N=Nc2ccc(N)cc2C)c(S(N)(=O)=O)c1 | 3%[14.2 µM] | -8% | i | ? | -4% | -7% | 15% | 14µM*
COc1ccccc1NC(=O)Cn1c(=O)oc2ccccc21 | 4% | 9% | -1% | 11% | -3% | -4% | -4% | -9%
COc1cc(NC(=O)CN2C(=O)NC(c3ccccc3)(c3ccccc3)C2=O)c(C)cc1[N+](=O)[O-] | 4% | -12% | -16% | -2% | 5% | 4% | 3% | -15%
CC(=NCCc1ccccc1)C1=C(O)CCC1=O | 6% | nt | 4% | 5% | 0% | -12% | -7% | -10%
CCOC(=O)c1c(NC(=O)C2CCCO2)sc(C(N)=O)c1C (stereo unspecified) | 4% | 4% | -2% | 3% | 0%[53 µM] | -4%[53 µM] | -6% | 1%
Cc1ccc(-c2csc(NC(=O)C3=COCCO3)n2)cc1 | 1% | -1% | -4% | 4% | ? | 4% | -2% | ?
COc1ccc(NS(=O)(=O)c2ccc(C)c(NC(=O)NC3CCCCC3)c2)cc1 | 5% | -12% | -2% | 2% | 9% | -2% | ? | 9%
CC1=CC(C)(C)N2C(=O)C3(NCCc4c3[nH]c3ccccc43)c3cccc1c32 (stereo unspecified) | -3% | -14% | -9% | -2% | 0% | 2% | 5% | ?

(further entries)
SMILES | RGS12 GoLoco inh | L3MBTL1 block | RECQ1 inh | KDM4E inh | TR SRC2 fluor cs | TRb SRC2 PPI | Tau FP inhib | Tau ThT inhib
Cc1[nH]c2ccccc2c1C1C(c2ccccc2)=NN=C(C(C)C)N1O (stereo unspecified) | 24% | 15%[11.4 µM] | -1% | -7% | 1% | 11% | 10% | 11%
CC1(C)Cc2c(C#N)c(SCc3ccccc3)nc(N3CCOCC3)c2CO1 | 15% | 7% | -3% | ? | 0% | -11% | 3% | -9%
COc1ccc2c(CCNC(=O)CN3C(=O)c4ccccc4C3=O)c[nH]c2c1 | -2% | -4% | -6% | 13% | 0% | -13% | -1% | -5%
CCOC(=O)c1c(N)sc(C(=O)OCCOC)c1C | 3% | -25% | -7% | -4% | 0% | -2% | -6% | -12%
CC(=O)c1cccc(NC(=O)N2C3CCC2CC(O)(c2cccnc2)C3)c1 (stereo unspecified) | -4% | 8% | -6% | 1% | -2% | -2% | 5% | -8%
COc1cc(NC(=O)Cn2nc(C(F)(F)F)c(Br)c2C)cc([N+](=O)[O-])c1 | -7% | 12% | -6% | 2% | 0% | 11% | ? | 1%
CCOC(=O)c1cnc2c(OC)cccc2c1N1CCN(c2ccccc2OC)CC1 | nt | -9% | -6% | ? | 3% | 4% | -17% | -15%
CCOC(=O)N1CCC(NC(=O)c2cc(S(=O)(=O)NCCc3ccccc3)ccc2F)CC1 | 1% | 4% | -1% | -3% | -1% | 2% | -6% | -13%
Cc1cc(Cl)c(S(=O)(=O)Nc2cccc(O)c2)cc1OCC(N)=O | 2% | -10% | -3% | 1% | -3%[53 µM] | -9%[53 µM] | 5% | 9%

Screens (PubChem BioAssay)
